Compound activity: PubChem BioAssay, The Scripps Research Institute Molecular Screening Center
PLC-beta3 inh: inhibitors of human phospholipase C beta3; Q01970; Purified PLC-beta3, fluorogenic substrate, fluorescence; inhibition, % at 12.2 µM; 370,000 tested, 0.18% active; in the data active = inhibition above about 11%;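 note: 0% = median of compound wells on plate and 100% = full blocker control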
ARFGAP1 inhibitor: inhibitors of rat ARFGAP1; inhibition, % at 16.5 µM; Arfgap1-stimulated ARF1 GTP hydrolysis, GDP FP detection; 360,000 tested, 0.26% active; AID 651572; Q62848;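 active = inhibition above a per-plate limit, mean inhibition of low control wells plus 3 SD, cut at about 25% in these data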;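 note: 0% = DMSO wells with enzyme and 100% = wells lacking Arfgap1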
Target sequence (Q62848 1-136 limits assumed): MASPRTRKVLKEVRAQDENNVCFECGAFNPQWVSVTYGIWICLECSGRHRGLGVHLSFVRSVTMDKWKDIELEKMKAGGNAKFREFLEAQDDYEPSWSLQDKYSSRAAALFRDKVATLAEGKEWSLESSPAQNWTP
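Assay system: purified rat His6-Arfgap1 residues 1-136 (GAP domain); Reagent: human Δ17 ARF1 bound to GTP; Dosing: 16.5 µM single point, 1.26% DMSO; Times: GTP hydrolysis reaction 2 h at 25 °C; Signal: FP, GDP Alexa 633 tracer displaced from anti-GDP antibody, 620/688 nm; Measure: % inhibition from polarization.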
SIAE inh: human SIAE inhibition, primary screen; inhibition, % at 9.66 µM; SIAE FP-Rh probe binding, fluorescence polarization; 370,000 tested, 0.69% active; AID 1053197;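 active = inhibition above a cutoff: mean of compounds within the control limits plus 3 SD of those, cut at about 17% in these data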;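 note: 0% = plate median of compound wells and 100% = probe without SIAE protein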
DDE Tn7 FP inh: DD(E)-Tn7 binding inhibition, primary FP screen; P02675; inhibition, % at 8.3 µM; FP displacement of FITC-Tn7 peptide from fibrin DD(E); 0% = median of compound wells per plate; 370,000 tested, 0.13% active; AID 720508;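 active = inhibition above the mean of compounds falling within the control limits plus 3 SD of them, cut at about 14% in these data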;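 note: 0% = plate median of compound wells and 100% = 10 µM Aha-Tn7 peptide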
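Assay system: Human fibrin DD(E) protein | Medium: Tris buffer with calcium and detergent, pH 7.8 | Reagent: 0.1 µM fluorescent Tn7 | Compound dosing: Single point at 8.3 µM | Times: 10 min preincubation, 3 h with tracer, room temperature | Detection: Fluorescence polarization of the labelled Tn7 tracer | Controls: Aha-Tn7 high control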
Tn6 DDE FP: disrupts Tn6 cyclic peptide binding to fibrin D-Dimer-E complex; inhibition, % at 8.3 µM; 370,000 tested, 0.21% active; Fibrin DD(E) TRITC-Tn6 fluorescence polarization displacement; P02675;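 active = inhibition above a per-campaign cutoff: mean of compounds within control limits plus 3 SD, cut at about 15% in these data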;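 note: 0% = median of all compound wells on the plate and 100% = blocking peptide control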
TDP2 inh: blocks human TDP2 phosphodiesterase activity; 370,000 tested, 0.34% active; O95551; recombinant TDP2, T5PNP hydrolysis, p-nitrophenol absorbance 415 nm; inhibition, % at 12.8 µM;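 active = inhibition above the mean of all tested compounds plus 3 SD, set per campaign, cut at about 25% in these data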;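 note: 0% = DMSO with enzyme and 100% = buffer with substrate but no TDP2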
Target sequence (O95551 whole entry, looked up): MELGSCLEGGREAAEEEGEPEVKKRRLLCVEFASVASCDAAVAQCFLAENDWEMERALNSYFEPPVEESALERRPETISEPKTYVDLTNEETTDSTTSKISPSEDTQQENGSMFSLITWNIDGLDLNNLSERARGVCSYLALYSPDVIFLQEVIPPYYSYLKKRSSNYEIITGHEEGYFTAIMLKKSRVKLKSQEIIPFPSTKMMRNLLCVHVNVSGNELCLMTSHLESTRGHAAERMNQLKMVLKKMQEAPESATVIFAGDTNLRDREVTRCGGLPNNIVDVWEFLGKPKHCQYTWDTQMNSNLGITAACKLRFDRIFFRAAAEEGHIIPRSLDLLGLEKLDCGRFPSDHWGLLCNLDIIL
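System: recombinant human TDP2 / Amount: 120 nM TDP2 per well / Also added: 5 mM T5PNP chromogenic substrate / Doses: 12.8 µM single point, 1% DMSO / Incubation: 2 h at 37 °C / Detection: p-Nitrophenol epi absorbance / Evaluation: % inhibition relative to enzyme-containing and enzyme-free wells / Repeats: singlicate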
ADAM10 inh: inhibits human ADAM10. recombinant ADAM10, EDANS/DABCYL FRET peptide cleavage, 3 h. inhibition, % at 7 µM. O14672. 370,000 tested, 0.62% active;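 active = inhibition above a per-campaign cutoff equal to the mean of compounds falling between control-based bounds plus 3 SD, cut at about 20% in these data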;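 note: 0% = DMSO wells while the 100% control is not disclosed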
ADAM17 inh: inhibits human ADAM17; P78536; recombinant ADAM17, EDANS/DABCYL FRET peptide cleavage; inhibition, % at 6.95 µM; 370,000 tested, 0.83% active;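 active = inhibition above the mean of compounds lying between control limits plus 3 SD, set per campaign, cut at about 8.5% in these data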;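 note: 0% = DMSO-only wells as the low control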
PLCg1 inh: blocks human PLC-gamma1 enzyme activity. P19174. purified PLC-gamma1, fluorogenic substrate, fluorescence. inhibition, % at 12.2 µM. 370,000 tested, 0.84% active; in the data active = inhibition above about 9.5%
ASAP1 inh: blocks human ASAP1-stimulated Arf1 GTP hydrolysis; Q9ULH1; GDP FP detection; inhibition, % at 16.5 µM; 360,000 tested, 0.19% active; in the data active = inhibition above about 25%;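 note: 0% = vehicle with enzyme and substrate and 100% = no enzyme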
Target sequence (Q9ULH1 325-724 limits assumed): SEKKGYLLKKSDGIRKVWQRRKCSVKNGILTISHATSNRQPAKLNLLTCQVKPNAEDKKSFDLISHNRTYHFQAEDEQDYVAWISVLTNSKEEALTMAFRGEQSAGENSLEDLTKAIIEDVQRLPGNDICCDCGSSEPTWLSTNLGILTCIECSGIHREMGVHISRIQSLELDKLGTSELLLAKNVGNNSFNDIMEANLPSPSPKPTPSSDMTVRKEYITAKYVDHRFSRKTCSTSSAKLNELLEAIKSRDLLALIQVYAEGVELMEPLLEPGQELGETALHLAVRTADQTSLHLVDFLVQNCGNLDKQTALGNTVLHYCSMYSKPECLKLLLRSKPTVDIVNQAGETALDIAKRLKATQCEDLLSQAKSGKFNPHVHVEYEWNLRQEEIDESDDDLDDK
The depositor's hits bear a star; nt = not tested or not shown.

Tn6 DDE FP,ADAM10 inh,ADAM17 inh,DDE Tn7 FP inh,ARFGAP1 inhibitor,TDP2 inh,ASAP1 inh,SIAE inh,PLC-beta3 inh,PLCg1 inh,SMILES
0,-11,-3,4,-1,-2,-2,6,-7,-3,Cc1ccccc1CN1CCNC(=O)C1CC(=O)O (configuration not stated)
4,1,-2,2,0,12,3,0,-2,2,Cc1cccc(NC(=O)N(C)Cc2cccs2)c1
-1,1,-2,-1,3,21,3,10,-1,-1,O=C(NC(c1ccccc1)c1ccccc1)c1ccc(CO)cc1
5,-3,-3,-3,4,-2,-14,2,1,-1,CCOC(=O)c1c(NCC2CCCO2)c2ccccc2[nH]c1=O (configuration not stated)
-1,-7,0,-6,0,-4,5,4,-12,1,Cc1ccc(CNC(=O)CCc2nnc3ccc(N4CCC5(CC4)OCCO5)nn23)cc1
2,-1,-1,-11,7,-9,-6,4,-3,4,COc1ccc(NC(=S)N2CCCC(c3nc4ccc(C)cc4[nH]3)C2)cc1 (configuration not stated)
6,-1,-1,1,0,2,-6,-3,3,0,COC(=O)C1=C(C)Nc2ncnn2C1c1ccc(C)o1 (configuration not stated)
8,-5,-1,-1,0,-5,10,5,-2,4,Cc1cccc(S(=O)(=O)c2c(N)n(/N=C/c3cccnc3)c3nc4ccccc4nc23)c1

2 entries from above in another layout.
compound	Tn6 DDE FP	ADAM10 inh	ADAM17 inh	DDE Tn7 FP inh	ARFGAP1 inhibitor	TDP2 inh	ASAP1 inh	SIAE inh	PLC-beta3 inh	PLCg1 inh
COC(=O)C1=C(C)Nc2ncnn2C1c1ccc(C)o1 (configuration not stated)	6	-1	-1	1	0	2	-6	-3	3	0
Cc1cccc(S(=O)(=O)c2c(N)n(/N=C/c3cccnc3)c3nc4ccccc4nc23)c1	8	-5	-1	-1	0	-5	10	5	-2	4

Entries from the list above that contain an NH in an aromatic ring, in the order listed:
Tn6 DDE FP,ADAM10 inh,ADAM17 inh,DDE Tn7 FP inh,ARFGAP1 inhibitor,TDP2 inh,ASAP1 inh,SIAE inh,PLC-beta3 inh,PLCg1 inh,SMILES
5,-3,-3,-3,4,-2,-14,2,1,-1,CCOC(=O)c1c(NCC2CCCO2)c2ccccc2[nH]c1=O (configuration not stated)
2,-1,-1,-11,7,-9,-6,4,-3,4,COc1ccc(NC(=S)N2CCCC(c3nc4ccc(C)cc4[nH]3)C2)cc1 (configuration not stated)

Later entries.
Tn6 DDE FP,ADAM10 inh,ADAM17 inh,DDE Tn7 FP inh,ARFGAP1 inhibitor,TDP2 inh,ASAP1 inh,SIAE inh,PLC-beta3 inh,PLCg1 inh,SMILES
-10,1,0,0,4,3,-6,-6,1,-3,Cc1ccc(CNC(=O)C(N=C2NS(=O)(=O)c3ccccc32)C(C)C)cc1 (configuration not stated)
-4,-1,-2,6,3,9,6,5,-4,-5,COC(=O)C1=C(C(=O)c2ccccc2)C(c2ccccc2)n2nnnc2N1 (configuration not stated)
2,-10,-6,12,-2,5,7,2,2,1,C[C@H](NC(=O)c1ncn2c1C(=O)NC[C@H]2C)C(=O)OC(C)(C)C
0,4,-1,3,4,2,4,-1,3,0,O=C1NC[C@H](CCCCN2C[C@H](Cc3ccc(O)cc3)N(Cc3ccccc3)C(=O)C2=O)N(CCc2ccc(O)cc2)C1=O
2,-3,7,-3,-7,-6,12,2,6,3,CC(C)c1ccc(NC2CCCN(C(=O)c3ccccc3-c3ncc[nH]3)C2)cc1 (configuration not stated)
-4,20*,8,-7,-10,-15,-14,-1,3,14*,O=C(OCc1ccccc1Cl)c1cc([N+](=O)[O-])ccc1N1CCOCC1
5,2,-3,-5,0,-4,-21,-2,2,2,CCOc1ccc(N(C(C)=O)C2C=CS(=O)(=O)C2)cc1 (configuration not stated)
-1,-259,-82,-10,2,0,-8,-2,-75,-55,Fc1ccc(-c2cnc(-c3cccs3)o2)cc1
6,1,2,9,7,-6,-12,10,-6,3,C/C(Cl)=C\Cn1c(O)c(N=NC(N)=S)c2cc(Br)ccc21
13,3,1,-4,-6,8,0,-3,4,7,O=[N+]([O-])c1ccc(OCCN2CCNCC2)cc1
-3,-9,1,-2,-14,0,7,-5,1,1,O=C(/C=C/c1ccccc1)Nc1cccc(C(=O)N2CCCC2)c1
-5,5,3,-7,9,-5,-2,3,1,1,Cc1ccc(Nc2cc(C)nc(NCc3ccccc3)n2)cc1
2,5,4,7,-15,9,-3,3,-8,-2,O=C(CNc1cccc(S(=O)(=O)N2CCCCC2)c1)Nc1ccccc1F
-5,12,-2,0,-12,2,-3,6,3,1,COc1ccc(CNC(=O)C/C(C)=N/NC(=O)COc2ccccc2)cc1
-1,-49,-16,8,1,6,13,4,-106,-89,CCOc1ccc(C2c3[nH]c4ccccc4c3CCN2CCCn2cccn2)cc1 (configuration not stated)
0,-12,-6,0,-2,5,2,-3,-1,-2,COc1cc(-c2nnc(NC(=O)c3ccc(S(=O)(=O)N4CCOCC4)cc3)o2)cc(OC)c1OC
6,-78,-28,-5,4,8,-4,2,-73,-50,CCOC(=O)C1=C(C)NC(C)=C(C(=O)OCC)C1C(=O)OCC(N)=O
4,-1,-4,5,-6,14,9,0,2,1,O=C(Nc1nnc(-c2ccc(F)cc2)s1)C1CCN(S(=O)(=O)c2ccc(Cl)cc2)CC1
3,4,0,-2,7,4,-12,-5,3,1,O=C(N/N=C\c1cccc(OC(=O)c2ccco2)c1)c1ccc2c(c1)OCO2
3,-7,-2,10,13,4,-3,-6,-17,-11,COc1ccccc1NC(=O)c1sc2ncn(Cc3ccc(C)cc3)c(=O)c2c1C
4,-1,-1,8,0,1,-3,0,1,-5,COc1ccc(N2C(=O)c3n[nH]c(C(C)C)c3C2c2ccccc2)cc1 (configuration not stated)
5,-4,5,-5,7,-3,-5,-6,-56,-42,O=c1c2ccccc2nc(/C=C/c2ccc(Br)cc2)n1CCCO
-2,-5,1,5,5,-9,-2,4,-6,-2,Cc1cccc(C)c1C(O)c1ncc(-c2cccc(F)c2)[nH]1 (configuration not stated)
1,19,4,1,-1,1,-9,0,2,5,CC1(C)CC(C)(c2ccc(O)cc2O)N(c2cccc(Cl)c2)C(=S)N1 (configuration not stated)
-4,5,0,1,-3,12,3,14,-3,1,O=C(CN(C(=O)c1nsc(Cl)c1Cl)c1ccc(F)cc1)NC1CCCC1
10,5,-3,1,2,-10,-6,0,2,1,CCOc1cc(N2CCOCC2)c(OCC)cc1NC(=O)CN1C(=O)NC2(CCCCCCC2)C1=O
2,7,2,5,8,1,-18,-11,2,4,CC1(C(=O)NS(=O)(=O)Cc2cccc(Cl)c2)CCN1C(=O)Cc1ccccc1 (configuration not stated)
9,0,-1,-2,0,-2,-19,4,2,0,O=C(CN(CCc1ccccc1)C(=O)CN1C(=O)COc2ccccc21)NCc1ccco1
8,1,-1,-13,1,-1,2,5,0,1,Oc1ccc(NC(=S)Nc2ccc(F)cc2)cc1
7,-2,2,0,-2,2,-2,2,2,3,C=CCNC(=O)NC(=O)COC(=O)COc1ccc(Br)cc1F
1,-4,-2,3,2,3,9,-1,-6,2,O=C(NCc1ccc(Cl)cc1)c1ncn[nH]1
0,-3,-1,-2,-1,6,1,5,0,3,Cc1cc(C)nc(SCC(=O)N(C)CC(=O)Nc2ccccc2Br)n1
-4,-7,-3,-6,-2,9,10,4,1,-1,O=C(CSc1ncn[nH]1)Nc1ccc2c(c1)OCCO2
-4,-11,-2,12,-11,1,-21,3,-10,-4,CN(CC(=O)NC(=O)NC1CCCCC1)c1ccccc1
7,-8,3,2,-10,-1,9,-3,-4,0,Cc1ccc(OCC(=O)N(C)CC(=O)Nc2ccccc2Cl)c([N+](=O)[O-])n1
2,-2,-5,6,-3,6,3,18*,3,2,CN(C)/C=C(\C(=O)c1ccc(Cl)cc1)c1nnnn1-c1ccc(Cl)cc1
10,2,2,5,1,0,19,-3,3,6,O=C(Nc1cccc(C(F)(F)F)c1)c1ccc(N2CCNCC2)c([N+](=O)[O-])c1
0,6,-2,1,7,-13,3,-3,1,-2,COc1ccc(CN2CNc3nc4ccccc4n3C2)cc1
-1,5,-2,-8,-2,-17,-6,0,-7,-5,O=C(Nc1cccc(-c2cscn2)c1)C1CCN(Cc2ccc(CO)o2)CC1
6,-288,-65,-2,2,-1,3,1,-336,-265,Cc1cccc(Oc2coc3cc(OC(=O)c4cc5ccccc5oc4=O)ccc3c2=O)c1
1,-2,-7,0,4,-6,-7,-3,0,-2,O=C(Cc1ccc(NS(=O)(=O)c2cccc(C(F)(F)F)c2)cc1)NCCN1CCOCC1
-7,-5,0,-6,-7,-5,-2,-36,-53,1,CCc1cccc(C)c1NC(=O)CSc1nc2ccc(N3C(=O)c4ccccc4C3=O)cc2s1
9,-6,-2,2,-12,-3,3,-4,0,-2,CCN(CC(=O)Nc1c(F)cccc1F)C(=O)C1CCN(C(=O)Nc2ccccc2)CC1
-2,-6,-4,-2,-6,7,-5,-3,-5,0,Cc1ccc(C(=O)O)cc1Nc1ncnc2sc3c(c12)CCC3
5,-1,-3,-5,6,5,-1,2,-4,0,CCCc1ccc(OCc2ccccc2)c2c(=O)cc(C(=O)OCC)oc12
-3,-6,-4,5,4,-7,-9,2,-5,-1,Cc1cc(NC(=O)CSCC(=O)Nc2cc(C(F)(F)F)ccc2N2CCOCC2)no1
-3,2,2,1,16,-9,-7,-1,-7,-3,CC(=O)c1cccc(Nc2ccc(C#N)cc2)c1
4,-12,-2,5,nt,1,nt,-1,-1,1,O=C(Nc1ccc(F)cc1F)C1CCCN1S(=O)(=O)c1cccnc1 (configuration not stated)
-9,-8,-8,-1,0,-15,6,-1,-48,-33,CCOC(OCC)c1ccc(/C=C\c2nccc(N)n2)cc1
3,-7,-4,3,-15,14,-3,-1,-4,-1,CCN(C(=O)COC(=O)CNS(=O)(=O)c1ccccc1)c1ccccc1
4,1,-1,-4,0,-10,3,-5,4,8,Cc1ccc(-c2ccc(SCC(=O)N3CCN(c4ccccc4)CC3)nn2)cc1
-8,10,-1,0,5,-1,5,4,6,2,CCC(Sc1nc(C)cc(=O)[nH]1)C(=O)Nc1nnc(C)s1 (configuration not stated)
5,1,1,6,-15,-12,3,5,-5,-2,CCOC(=O)C1CCN(C(=O)C2CCCN(S(=O)(=O)c3ccc(OCC)c(Cl)c3)C2)CC1 (configuration not stated)
-1,-2,1,-2,1,-1,-6,-5,-6,1,Cc1ccc(OCCC(=O)OC(C)C(=O)Nc2ccc(Cl)cn2)cc1 (configuration not stated)
6,-323,-85,3,6,-3,-7,3,-35,-31,CCN(CC)c1ccc(/C=N\NC(N)=O)cc1
16*,-4,-1,3,-11,-5,-22,9,-9,-8,Cn1cccc1C(=O)NC(=O)COC(=O)CCNS(=O)(=O)c1ccc(Cl)cc1

Compounds as they come (roughly 3.6% active in at least one column).
